NS5 inhibitors – Dengue-2 NS5 methyltransferase inhibitors, primary screen, biochemical, confirmation dose response (AID 588689); Dengue-2 NS5 methyltransferase capping enzyme assay, biochemical; higher % means a stronger effect; one-dose inhibition, % at 25 µM; IC50 in µM for titrated hits; 340,000 compounds, 0.3% hits; in the data active = a potency from the dose series; inconclusive = inhibition above about 29% without an active follow-up result
K1F lysis inhibition – protection from phage-mediated lysis, alamar blue read-out – E. coli UTI89, K1F phage, bacterial capsule biogenesis inhibitors (AID 488966) | 340,000 compounds, 0.02% hits | inhibition, % at 100 µM, or IC50 in µM where a hit was titrated | E. coli UTI89 K1F phage lysis, alamar blue, 2 h; higher % means a stronger effect;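 active = phage lysis inhibition, versus mean bacterial control, above a set limit; inconclusive = no clear call, values can overlap the other calls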;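 also: capsule biogenesis inhibitors block K1F phage lysis so surviving cells raise fluorescence; higher fluorescence means more inhibition of phage lysis; actives were called in the ten point dose series up to 300 µM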
NTR1 ag – NTR1-driven beta-arrestin-GFP spot formation – imaging, U2OS cells, high content, primary screen (AID 493036); agonist mode; activation, % at 20 µM; 330,000 compounds, 0.17% hits; P30989;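 active = activation at or above 40% of the spot to cytoplasm intensity ratio, with at least 20 cells analyzed; inconclusive = wells under 20 cells, flagged as cytotoxic or low count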;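 also: 0% = DMSO without peptide and 100% = 100 nM NTR1 peptide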
Target sequence (P30989 whole entry, looked up): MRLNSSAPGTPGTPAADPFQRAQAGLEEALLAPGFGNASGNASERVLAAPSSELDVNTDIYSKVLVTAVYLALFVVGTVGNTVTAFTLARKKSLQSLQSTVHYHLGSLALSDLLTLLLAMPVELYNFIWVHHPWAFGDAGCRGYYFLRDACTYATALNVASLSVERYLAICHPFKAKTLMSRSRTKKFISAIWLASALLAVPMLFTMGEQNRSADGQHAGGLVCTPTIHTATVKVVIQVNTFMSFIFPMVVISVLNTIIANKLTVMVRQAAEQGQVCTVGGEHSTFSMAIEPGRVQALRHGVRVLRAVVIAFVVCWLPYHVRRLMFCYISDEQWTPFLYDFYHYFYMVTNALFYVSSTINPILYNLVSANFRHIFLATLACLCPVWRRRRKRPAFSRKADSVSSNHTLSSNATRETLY
NTR1 ag cell count 20 µM – further read-out of NTR1 ag, marked with its call; cell count; measured here: cell count, cytotoxicity flag
* hit, by the source's call; ? = inconclusive; [ ] = dose if it differs, or a comment.

1	COc1ccccc1OCC(=O)Nc1ncc(C)s1
2	COc1cccc(C(=O)Nc2ccccc2-c2ccccc2)c1
3	COc1ccccc1C(=O)NC(CCSC)C(=O)N1CCN(C/C=C/c2ccccc2)CC1 (configuration not stated)
4	CC1CCN(CC(=O)N(C)c2c(N)n(Cc3ccccc3)c(=O)[nH]c2=O)CC1
5	Cc1ccc(S(=O)(=O)N2CCC(C(=O)Nc3ccc(S(=O)(=O)N4CCCC4)cc3)CC2)cc1
6	Cc1cc(C)n(CCCNC(=O)C(C)(C)Oc2ccc(Cl)cc2)n1

Screen / compound no. | 1 | 2 | 3 | 4 | 5 | 6
NS5 inhibitors | 3% | -4% | 3% | -1% | -6% | -5%
K1F lysis inhibition | 0.9%[50 µM] | 0.5%[50 µM] | 0.1%[50 µM] | 1.1%[50 µM] | 0.3%[50 µM] | 0.3%[50 µM]
NTR1 ag | -1.0 | -1.5 | 1.4 | -1.2 | 3.0 | 1.8
NTR1 ag cell count 20 µM | 92 | 51 | 53 | 62 | 67 | 51

7	COc1ccc(Nc2nc(-c3cccs3)nc3ccccc23)cc1S(=O)(=O)N1CCOCC1
8	O=C(c1cccc(S(=O)(=O)N2CCCc3ccccc32)c1)N1CCN(c2ccccc2)CC1
9	CN(CC(=O)Nc1ccc(F)cc1)C(=O)CN1C(=O)NC2(CCCCC2)C1=O
10	COCCNCc1ccccc1[N+](=O)[O-]
11	C[C@H](NC(=O)c1nc[nH]c1C(=O)NCCCCCN)C(=O)OC(C)(C)C
12	Cc1ccc(NC(=O)COc2cccc(-n3cnnn3)c2)cc1S(=O)(=O)N1CCOCC1

Screen / compound no. | 7 | 8 | 9 | 10 | 11 | 12
NS5 inhibitors | 3% | -3% | 2% | 0% | -2% | -3%
K1F lysis inhibition | -0.8%[50 µM] | 2.2% | 0.5% | -7.2% | 0.9% | 1.2%[50 µM]
NTR1 ag | 21 | 7.2 | 1.0 | 13 | -1.5 | -0.3
NTR1 ag cell count 20 µM | 73 | 53 | 49 | 50 | 47 | 51

13	C=C1CCN(c2ccc(C(=O)NCc3ccc(OC)cc3)cc2[N+](=O)[O-])CC1
14	CN(Cc1cccnc1)C(=O)c1ccc(Cl)c(NS(=O)(=O)c2ccc(F)cc2)c1
15	O=C(COC(=O)c1ccccc1Br)Nc1ccc2[nH]c(=O)[nH]c2c1
16	Cc1ccc(S(=O)(=O)NCCC(=O)NNc2c(F)c(F)cc(F)c2F)cc1
17	O=C(COC(=O)C1CC2CCCC(C1)C2=O)c1cccc(Br)c1 (configuration not stated)
18	CCOc1ccc(N2CC(C(=O)Nc3cc(S(=O)(=O)N4CCCCC4)ccc3C)CC2=O)cc1 (configuration not stated)

Screen / compound no. | 13 | 14 | 15 | 16 | 17 | 18
NS5 inhibitors | 2% | -9% | -6% | 0% | 1% | 8%
K1F lysis inhibition | 0.8% | 0.9%[50 µM] | -1.2% | 0.5%[50 µM] | 0.5%[50 µM] | 0.2%[50 µM]
NTR1 ag | 1.5 | -1.0 | 0.5 | -1.4 | 0.4 | 0.8
NTR1 ag cell count 20 µM | 69 | 46 | 50 | 63 | 48 | 63

19	CCCNC(=O)C1(CC2CC(c3ccccc3)=NO2)CCN(C(=O)Cc2ccc(F)cc2)CC1 (configuration not stated)
20	O=C(Nc1cc(S(=O)(=O)N2CCCCCC2)ccc1OCC(F)(F)F)c1cnccn1
21	CC(CC(=O)N(C)CC(=O)Nc1ccc(N2CCOCC2)cc1)c1ccccc1 (configuration not stated)
22	CCC(C)(C)C1CCc2[nH]nc(C(=O)NCCCNC(=O)OC(C)(C)C)c2C1 (configuration not stated)
23	CC(NC(=O)COc1ccccc1)C(=O)N1CCN(c2ccc(F)cc2)CC1 (configuration not stated)
24	O=C1NC[C@@H](Cc2cccc3ccccc23)N(CCCCC2CCCCC2)C1=O

Screen / compound no. | 19 | 20 | 21 | 22 | 23 | 24
NS5 inhibitors | -6% | -2% | 2% | -3% | -8% | -3%
K1F lysis inhibition | -0.8% | 0.0%[50 µM] | 1.0%[50 µM] | 1.0% | 0.1%[50 µM] | -0.8%
NTR1 ag | -4.8 | 6.7 | 1.4 | 4.7 | -1.4 | 41*
NTR1 ag cell count 20 µM | 94 | 55 | 59 | 82 | 60 | 33*

Molecules from the list above with a tert-butyl group, in the order listed:
11	C[C@H](NC(=O)c1nc[nH]c1C(=O)NCCCCCN)C(=O)OC(C)(C)C
22	CCC(C)(C)C1CCc2[nH]nc(C(=O)NCCCNC(=O)OC(C)(C)C)c2C1 (configuration not stated)

Screen / compound no. | 11 | 22
NS5 inhibitors | -2% | -3%
K1F lysis inhibition | 0.9% | 1.0%
NTR1 ag | -1.5 | 4.7
NTR1 ag cell count 20 µM | 47 | 82

(continued)
25	Cc1nn(C(=O)N2CCOCC2)c(C)c1CN1C(=O)c2ccccc2C1=O
26	O=C(NCCN1C(=O)S/C(=C\c2cccnc2)C1=O)c1ccc([N+](=O)[O-])s1
27	COc1cccc(CNC(=O)c2cc3c(cc2Cl)N2CCCCCC2=NS3(=O)=O)c1
28	Cc1c(Cl)cccc1NC(=O)COC(=O)Cn1cnc2c1c(=O)n(C)c(=O)n2C
29	CCCCn1c(N)c(N(CC(C)C)C(=O)C2CCCO2)c(=O)[nH]c1=O (configuration not stated)
30	O=S(=O)(c1ccc(SCc2cccc(Cl)c2)nc1)N1CCCC1

Screen / compound no. | 25 | 26 | 27 | 28 | 29 | 30
NS5 inhibitors | 2% | 0% | -3% | -11% | -1% | -4%
K1F lysis inhibition | 0.3% | 1.2%[50 µM] | 1.1%[50 µM] | 0.9%[50 µM] | 0.9%[50 µM] | 0.1%[50 µM]
NTR1 ag | -0.4 | 8.2 | -1.2 | 1.5 | -0.4 | 0.9
NTR1 ag cell count 20 µM | 63 | 46 | 49 | 55 | 54 | 66

A second format for part of the listing above:
Screens in order – NS5 inhibitors | K1F lysis inhibition | NTR1 ag | NTR1 ag cell count 20 µM
4. CC1CCN(CC(=O)N(C)c2c(N)n(Cc3ccccc3)c(=O)[nH]c2=O)CC1
    -1% | 1.1%[50 µM] | -1.2 | 62
5. Cc1ccc(S(=O)(=O)N2CCC(C(=O)Nc3ccc(S(=O)(=O)N4CCCC4)cc3)CC2)cc1
    -6% | 0.3%[50 µM] | 3.0 | 67
6. Cc1cc(C)n(CCCNC(=O)C(C)(C)Oc2ccc(Cl)cc2)n1
    -5% | 0.3%[50 µM] | 1.8 | 51

Next section.
31	CC(C)n1ncc2c(C(=O)NCc3ccccc3CN(C)C)cc(C3CC3)nc21
32	CSCCC(NC(=O)COc1ccccc1)C(=O)OC(C)C(=O)Nc1ccccc1C (configuration not stated)
33	O=C(NCc1ccc(OC(F)(F)F)cc1)c1cccc2c1C(=O)c1ccc(N3CCCCC3)cc1S2(=O)=O
34	CCc1ccc2c(COC(=O)C3CSC4(C)CCC(=O)N34)cc(=O)oc2c1 (configuration not stated)
35	COc1ccccc1-c1oc2ccccc2c1C#CCCO
36	CC1(C)OC(=O)C=C[C@]2(C)[C@H]3CC[C@@]4(C)[C@H](C(=O)O)OC(=O)[C@H]5O[C@]54[C@]3(C)C(=O)C[C@@H]12

Screen / compound no. | 31 | 32 | 33 | 34 | 35 | 36
NS5 inhibitors | -6% | -13% | ? | 7% | -3% | -11%
K1F lysis inhibition | 1.1%[50 µM] | 0.8%[50 µM] | 4.0% | 0.6%[50 µM] | 1.1% | 2.8%
NTR1 ag | -0.2 | -0.9 | 1.4 | 2.0 | 2.1 | -1.6
NTR1 ag cell count 20 µM | 59 | 48 | 49 | 56 | 49 | 59

Assay outcomes: PubChem, several laboratories

A portion of the library; the hit share may differ from the screen's.
